Source: PubChem BioAssay
IL-2 act: activators of IL-2. IL-2 activation reporter assay, cell-based qHTS; stimulated with anti-CD3/CD4/CD28 beads; in transgenic mouse T cells. activation, % (series mostly up to about 46 µM). 0.065% of 360,000 active. AID 652025; in the data active = activation above about 50%; inconclusive = mostly about 30% to 49%; note: 0% is about no effect
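Readout is EGFP and DsRed signal by fluorescent plate cytometry after 18 h at 37 degrees C. Transgenic mouse T cells (750/well) received compound for 60 min before bead stimulation (anti-CD3, anti-CD4, anti-CD28); memory T cells served as non-tolerant control.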
EPAC1 antag: antagonists of human EPAC1. O95398. EPAC1 GEF assay, Rap1b-BODIPY-GDP exchange fluorescence. Potency, µM (highest dose often 115 µM), for the others: at the highest dose activity change, negative = inhibition, actives largely listed as inhibitors. 0.14% of 360,000 active;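 note: potency is the fitted concentration of half-maximal effect; plate controls were vehicle for no effect and positive control for full effect; nearly all actives have a fitted effect of over 50% in size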
FUS suppressor: FUS proteinopathy suppression in yeast | 0.24% of 390,000 active | Potency, µM (doses to about 76.6 µM), inactives show at the top dose growth rescue (activation), hits mostly activators | S. cerevisiae FUS-expressing, growth rescue, OD600, 24 h;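 note: potency is the fitted concentration of half-maximal effect; plate controls were DMSO vehicle for no effect and reference control for full effect; nearly all actives have a fitted effect of over 55% in size; some results filed as inactive show a strong effect at the top dose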
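Galactose (2%) drives FUS expression in yeast precultured in raffinose; seeding density OD 0.005. Test compounds incubated 24hr at 30C and 99% humidity before absorbance at 600 nm was measured.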
EPAC1 agonist: agonists of human EPAC1 | O95398 | EPAC1 agonist qHTS, biochemical assay; response scale: 100% = response to 6.5 mM cAMP | Potency, µM (top dose mostly 154 µM), inactives show at the highest dose activation, most hits filed as activators | 0.073% of 360,000 active | AID 720707; note: potency is the fitted concentration of half-maximal effect; nearly all actives have a fitted effect of over 60% in size
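Normalized to 6.5 mM cAMP, activity reflects EPAC1-catalysed release of BODIPY-GDP from Rap1B, followed kinetically over 30 min at 480 nm excitation, 540 nm emission. Reaction contained 100 nM EPAC1, 250 nM Rap1B-BODIPY-GDP, 50 uM GDP.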
aSyn yeast inh: alpha-synuclein toxicity inhibition in yeast | AID 652106 | Yeast expressing alpha-synuclein, growth rescue, BacTiter-Glo, 24 h | Potency, µM (series often up to 46.1 µM), without a hit: at the highest dose growth rescue (activation), usual class: activators | 0.14% of 370,000 active; note: potency is the fitted concentration of half-maximal effect; % of control where 0% means no effect; nearly all actives have a fitted effect of over 65% in size
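Screening used galactose-induced yeast with toxic alpha-synuclein levels, exposed to compound for 24 hr at 30 deg C. Cell growth, read with BacTiter-Glo luminescence, gave the measured signal.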
WRN helicase inh: blocks human WRN helicase | Q14191 | WRN helicase unwinding, fluorescent forked duplex, kinetic | Potency, µM (series often up to 114 µM), for inactives: at the top dose activity change, negative = inhibition, most hits filed as inhibitors | 0.46% of 360,000 active | AID 651768; note: potency is the fitted concentration of half-maximal effect; % is set by controls: 0 for no effect and ±100 for the full control effect; nearly all actives have a fitted effect of over 55% in size
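WRN at 20 nM final preincubated with compound 15 min at room temperature; reaction started with 100 nM fluorophore/quencher forked duplex oligonucleotide and 2 mM ATP final. Unwinding followed kinetically by red fluorescence (ex 525, em 598 nm).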
PLK1 PBD block: inhibitors of human PLK1 polo-box domain binding; Plk1 PBD binding of FITC phosphopeptide, fluorescence polarization; Potency, µM, inactives show max response, negative = inhibition, actives largely listed as inhibitors; 2.8% of 360,000 active; AID 720504; note: potency is the fitted concentration of half-maximal effect; series mostly up to about 57 µM; % is set by controls: 0 for no effect and ±100 for the full control effect; nearly all actives have a fitted effect of over 65% in size
Target sequence (P53350 whole entry, looked up, the tested form may be a part): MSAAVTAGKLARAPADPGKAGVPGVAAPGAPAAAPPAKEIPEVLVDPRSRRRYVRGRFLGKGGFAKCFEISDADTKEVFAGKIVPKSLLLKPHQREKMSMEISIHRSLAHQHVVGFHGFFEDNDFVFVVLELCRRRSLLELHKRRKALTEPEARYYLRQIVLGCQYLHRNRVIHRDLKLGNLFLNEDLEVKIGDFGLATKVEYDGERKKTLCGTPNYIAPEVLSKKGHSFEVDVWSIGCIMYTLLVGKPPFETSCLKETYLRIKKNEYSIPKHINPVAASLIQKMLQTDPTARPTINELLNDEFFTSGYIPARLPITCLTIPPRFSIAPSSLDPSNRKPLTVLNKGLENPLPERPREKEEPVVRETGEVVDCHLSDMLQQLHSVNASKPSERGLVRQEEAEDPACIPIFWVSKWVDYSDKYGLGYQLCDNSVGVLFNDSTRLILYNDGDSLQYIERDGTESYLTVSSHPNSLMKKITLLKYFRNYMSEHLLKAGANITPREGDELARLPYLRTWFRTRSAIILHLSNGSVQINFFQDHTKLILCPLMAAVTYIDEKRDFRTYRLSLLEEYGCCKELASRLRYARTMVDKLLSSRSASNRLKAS
Abeta yeast res: A-beta toxicity reversal in yeast | 0.063% of 410,000 active | AID 1347071 | Potency, µM (top dose mostly 46.1 µM), for inactives: top-dose growth rescue, hits mostly activators | yeast expressing A-beta42, growth rescue, OD600, 48 h; response scale: 0% DMSO, 100% iron-clioquinol control; note: potency is the fitted concentration of half-maximal effect; nearly all actives have a fitted effect of over 55% in size
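Yeast growth medium received pinned compounds, then yeast cells expressing toxic A-beta were added; plates incubated at 30 C for 48 hr. Growth read as absorbance at 600 nm, normalized to DMSO and equimolar FeCl3 plus clioquinol controls.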
PI5P4Ka inh: blocks human PI5P4K alpha kinase activity | P48426 | PI5P4Kalpha enzyme, ADP-Glo luminescence, 60 min; active compounds read low | max response, % | 1.2% of 330,000 active | AID 652105; active = max response of -50% or lower; inconclusive = between -30% and -50%; inactive = -30% or higher; note: value at the top dose of about 77 µM; % is set by controls: 0 for no effect and ±100 for the full control effect
Target sequence (P48426 whole entry, looked up): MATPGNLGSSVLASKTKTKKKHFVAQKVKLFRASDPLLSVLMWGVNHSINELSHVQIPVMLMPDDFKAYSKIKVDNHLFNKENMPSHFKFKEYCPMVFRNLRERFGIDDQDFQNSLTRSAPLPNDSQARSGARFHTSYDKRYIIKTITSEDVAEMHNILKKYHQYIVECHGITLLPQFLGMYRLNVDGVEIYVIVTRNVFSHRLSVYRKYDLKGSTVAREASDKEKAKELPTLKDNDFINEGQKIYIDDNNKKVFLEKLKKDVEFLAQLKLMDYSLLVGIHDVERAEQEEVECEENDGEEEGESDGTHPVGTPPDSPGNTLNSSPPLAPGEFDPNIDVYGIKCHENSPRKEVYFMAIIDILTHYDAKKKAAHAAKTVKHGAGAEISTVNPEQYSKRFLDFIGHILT
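Luminescence from ADP-Glo served as readout of PI5P4Kalpha activity in a qHTS format. Reaction: enzyme, substrate, compound, ATP at 5 microM final, 60 min at RT.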
Active calls of the source: *; ? = inconclusive; . = no result given; & = joins results of further samples; [ ] = another dose, or the depositor's remark. Unless noted, calls come from the whole dose curve; as a rule, active = well fitted curve in the direction sought with a large enough effect; inconclusive = small, poorly fitted or top-dose-only effect, or another doubt; inactive = no such curve, though single readings can be large; an effect the other way counts as inactive or inconclusive.

SMILES	IL-2 act	EPAC1 antag	FUS suppressor	EPAC1 agonist	aSyn yeast inh	WRN helicase inh	PLK1 PBD block	Abeta yeast res	PI5P4Ka inh
Cc1nc(SCC(=O)Nc2cc(Cl)ccc2[N+](=O)[O-])nc(C)c1C	-1.6	-5%	-5%	8%	9%	-13%	-4%	8%	-3
CCOc1ccc(S(=O)(=O)N2CCCC(C(=O)N3CCOCC3)C2)cc1C (stereo not given)	-0.8	8%	36%	-7%	18%	-1%	-2%	0%	7
Cc1nc(N)[nH]c(=O)c1CCCNc1ccc([N+](=O)[O-])cc1	-0.1	-5%	7%	4%	7%	3%	6%	-15%	?
CSc1ccc(S(=O)(=O)NC2CC2)cc1	-0.1	7%	-22%	-1%	1%	-9%	-2%	-5%	-1
COc1cc(C(=O)NCC(c2ccccc2)N(C)C)ccc1OCC(=O)N1CCOCC1 (stereo not given)	2.5	2%	0%	9%	1%	7%	-9%	-7%	-10
CC/C(=C(/CC)c1ccc(O)cc1)c1ccc(O)cc1	0.3	0%	-34%	-29%	?	-4%	?	-7%	-16
CCN(CCn1cccn1)C(=O)C1CCC(=O)N(CCN2CCOCC2)C1 (stereo not given)	-2.9	-1%	18%	1%	-10%	-34%	-9%	-2%	3
O=C(/C=C\c1ccc2c(c1)OCO2)CC1(O)C(=O)Nc2ccccc21 (stereo not given)	-1.7	0%	4%	11%	1%	-13%	-12%	1%	-7
Cc1ccc(Cn2c(=O)n(-c3ccccc3)c(=O)c3ccc(C(=O)NCc4ccco4)cc32)cc1	-1.6	-5%	-5%&-1%	-1%	-8%	-3%	-6%	-22%&-20%	0
COC(=O)C1=C(COc2ccc(F)cc2)NC(=O)NC1c1ccc(C)cc1C (stereo not given)	-0.9	10%	7%	-17%	2%	2%	-3%	1%	.
O=C(O)c1ccc(CSC2CCCCC2)cc1	0.7	-8%	4%	-1%	20%	21%	-10%	16%	1
Cc1ccc(S(=O)(=O)NCC2CCC(C(=O)NC3CCCCC3)CC2)cc1 (stereo not given)	-0.5	13%	2%	2%	-1%	-4%	-1%	-5%	-3
CCO[C@@H]1OC(C(=O)N2CCOCC2)=C[C@H](c2cn(C(C)=O)c3ccccc23)[C@H]1CCCO	1.2	3%	-12%	5%	0%	-3%	-12%	9%	-5
CC(C)(C)OC(=O)N1CCC(NC(=O)c2[nH]cnc2C(=O)Nc2ccon2)CC1	0.5	-4%	-2%	-16%	-8%	3%	5%	-6%	-2
Cc1ccc(OCCN2CCN(c3nc(NCc4ccco4)c4ccccc4n3)CC2)cc1	-6.6	5%	.	8%	-10%	-25%	-7%	6%	0
CCOc1cc(C2c3c(oc4ccccc4c3=O)C(=O)N2c2nccs2)ccc1O (stereo not given)	0.1	-7%	6%	-10%	-3%	-1%	-3%	8%	-7
COc1cccc(CNC(=O)CCS(=O)(=O)c2ccccc2Cl)c1	0.7	-7%	-25%	4%	-4%	0%	-27%	-1%	1
COc1cc(N(Cc2ccccc2)Cc2ccccc2)c2ncn(C(C)C)c2c1	1.0	-15%	?	-9%	-10%	-6%	0%	4%	2
COc1ccc(-c2cc(N)n(S(=O)(=O)c3ccc(C)cc3)n2)c(OC)c1	2.7	-23%	-14%	8%	3%	-5%	0%	4%	1
Cc1onc(-c2ccccc2Cl)c1C(=O)N1CCN(Cc2ccc3c(c2)OCO3)CC1	-3.8	-2%	-8%	-11%	-5%	0%	5%	-8%	0
COc1ccc2cc(CN(Cc3cccs3)Cc3nnnn3Cc3ccccc3)c(=O)[nH]c2c1	-1.8	-9%	45%	14%	10%	-12%	-2%	20%	0
CC(=O)Nc1ccccc1NC(=O)CN(C)S(=O)(=O)c1ccc(C)cc1	-0.5	7%	-24%	6%	-4%	10%	-11%	-7%	4
O=C(COc1ccccc1)Nc1cccc(-c2nn[nH]n2)c1	-0.3	12%	14%	-9%	3%	6%	-21%	-5%	-14
COc1ccc(COC(=O)CNC(=O)C2CCCCC2)cc1F	1.3	-14%	-2%	-9%	13%	11%	3%	-4%	-3
Cc1nn(-c2ccccc2)c(N)c1C1(O)C(=O)N(C)c2ccccc21 (stereo not given)	1.1	-2%	8%	0%	-4%	5%	1%	-2%	-4
CCC(CC)C(=O)N(C)c1c(C)nc2c(OCc3ccc(F)c(F)c3)cccn12	0.0	-1%	-2%	-1%	9%	-7%	-2%	28%	-3
C/C(=N/O)c1no[n+]([O-])c1/C(C)=N\O	-0.9	-3%	12%	9%	11%	-4%	-13%	3%	5
CN(Cc1nc(-c2cccs2)no1)CC(O)c1ccccc1 (stereo not given)	-2.5	-23%	8%	-11%	16%	9%	?	-4%	-8
COC(=O)C(NS(=O)(=O)c1ccc(NC(C)=O)cc1)C(C)C (stereo not given)	-0.8	8%	-9%	4%	-3%	-6%	-7%	7%	.
CCOC(=O)CCCCCC(=O)Nc1ccc2c(c1)C(=O)N([C@H](C)CO)C[C@H](C)[C@@H](CN(C)C(=O)Nc1ccc(OC)cc1)O2	0.1	5%	12%	6%	-5%	1%	-3%	-15%	10
CC1(C)c2[nH]c3ccccc3c2C[C@H]2C(=O)N(N)CC(=O)N21	0.1	-1%	-7%	2%	0%	-22%	-18%	-2%	7
COc1cc(OC)cc(C(=O)NC2CCN(C(=O)N3c4ccccc4Sc4ccccc43)CC2)c1	-0.8	-7%	?	14%	6%	-8%	-8%	7%	.
CC1=N/C(=C/c2ccc([N+](=O)[O-])cc2)C(=O)N1c1ccc(Cl)cc1Cl	0.3	10%	12%	-4%	-2%	6%	-4%	-10%	.
Cn1/c(=N/NC(=O)c2ccccc2F)sc2ccccc21	0.1	-12%	11%	9%	1%	-3%	-15%	3%	8
CC(=O)[C@H]1[C@H]([C@H](O)[C@H](O)CO)O[C@](O)(C(=O)O)C[C@@H]1O	1.4	-13%	-18%	15%	-4%	1%	4%	1%	-3
CCN(CC)S(=O)(=O)c1ccc(OCC(=O)NCc2ccco2)cc1	0.5	-7%	11%	2%	0%	-6%	-11%	5%	0
CCN(CC)CC(=O)NC12CC3CC(CC(C3)C1)C2	-6.6	-11%	.	4%	-6%	-20%	-13%	0%	-5
O=C(CC1C(=O)NCCN1CC(c1ccccc1)c1ccccc1)NCC1CCOCC1 (stereo not given)	1.1	0%	26%	11%	-6%	-11%	-6%	-1%	-5
Cc1nc2ccc(NC(=O)Cc3ccc(Br)cc3)cc2s1	-0.5	-13%	55%	-1%	-16%	3%	-8%	0%	-8
Cc1nnsc1C(=O)N1CCC(C(=O)c2ccccc2)CC1	-1.0	3%	-12%	5%	0%	-27%	-2%	3%	1
CN(C)CCCC1(O)c2ccccc2CCc2ccccc21	0.1	-7%	15%	3%	-3%	-12%	-6%	-6%	-1
O=C(CNC(=O)c1ccco1)OCc1ccc(C(=O)c2ccccc2)cc1	1.4	3%	3%	-1%	-55%[inhibitor]	-3%	-3%	20%	3
COc1ccc(C(OCC(O)CN(C)C2CCCCC2)c2ccc(OC)cc2)cc1 (stereo not given)	-3.0	9%	-17%	-5%	8%	7%	-3%	-8%	-7

12 compounds already listed, arranged by SMILES length, rising.
SMILES	IL-2 act	EPAC1 antag	FUS suppressor	EPAC1 agonist	aSyn yeast inh	WRN helicase inh	PLK1 PBD block	Abeta yeast res	PI5P4Ka inh
CN(C)CCCC1(O)c2ccccc2CCc2ccccc21	0.1	-7%	15%	3%	-3%	-12%	-6%	-6%	-1
CCN(CC)CC(=O)NC12CC3CC(CC(C3)C1)C2	-6.6	-11%	.	4%	-6%	-20%	-13%	0%	-5
Cc1nc2ccc(NC(=O)Cc3ccc(Br)cc3)cc2s1	-0.5	-13%	55%	-1%	-16%	3%	-8%	0%	-8
Cc1nnsc1C(=O)N1CCC(C(=O)c2ccccc2)CC1	-1.0	3%	-12%	5%	0%	-27%	-2%	3%	1
CCN(CC)S(=O)(=O)c1ccc(OCC(=O)NCc2ccco2)cc1	0.5	-7%	11%	2%	0%	-6%	-11%	5%	0
O=C(CNC(=O)c1ccco1)OCc1ccc(C(=O)c2ccccc2)cc1	1.4	3%	3%	-1%	-55%[inhibitor]	-3%	-3%	20%	3
COc1ccc(C(OCC(O)CN(C)C2CCCCC2)c2ccc(OC)cc2)cc1 (stereo not given)	-3.0	9%	-17%	-5%	8%	7%	-3%	-8%	-7
CC1(C)c2[nH]c3ccccc3c2C[C@H]2C(=O)N(N)CC(=O)N21	0.1	-1%	-7%	2%	0%	-22%	-18%	-2%	7
O=C(CC1C(=O)NCCN1CC(c1ccccc1)c1ccccc1)NCC1CCOCC1 (stereo not given)	1.1	0%	26%	11%	-6%	-11%	-6%	-1%	-5
CC1=N/C(=C/c2ccc([N+](=O)[O-])cc2)C(=O)N1c1ccc(Cl)cc1Cl	0.3	10%	12%	-4%	-2%	6%	-4%	-10%	.
COc1cc(OC)cc(C(=O)NC2CCN(C(=O)N3c4ccccc4Sc4ccccc43)CC2)c1	-0.8	-7%	?	14%	6%	-8%	-8%	7%	.
CC(=O)[C@H]1[C@H]([C@H](O)[C@H](O)CO)O[C@](O)(C(=O)O)C[C@@H]1O	1.4	-13%	-18%	15%	-4%	1%	4%	1%	-3

The order is random; overall some 4.1% were active at least once.
